Screening data (PubChem BioAssay)
Yeast superoxide – caloric restriction mimetics inhibiting age-related superoxide in yeast. S. cerevisiae aged cells, superoxide DHE fluorescence; hits give low values. superoxide response (% of plate mean), % at 10 µM. 330,000 tested, 0.18% active;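 active = superoxide response under a set limit, about three screen SD below normal, cut at about 65% in these data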;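 note: yeast aged for seven days with compound at 30 °C before DHE staining; 100% = average MFI of all compound-treated wells on the plate with controls excluded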
BCLXL inh – Bcl-xL (human) inhibition | inhibition, % at 10.9 µM | 320,000 tested, 0.7% active | GST-Bcl-xL / FITC-Bim BH3 peptide fluorescence polarization | Q07817;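 active = inhibition above the mean of all tested compounds plus 3 SD, cutoff set per campaign, cut at about 30% in these data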;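 note: 0% = DMSO wells and 100% = unlabeled Bim-BH3 peptide competitor; inhibitors lower millipolarization by displacing the labeled peptide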
Target sequence (Q07817 whole entry, looked up): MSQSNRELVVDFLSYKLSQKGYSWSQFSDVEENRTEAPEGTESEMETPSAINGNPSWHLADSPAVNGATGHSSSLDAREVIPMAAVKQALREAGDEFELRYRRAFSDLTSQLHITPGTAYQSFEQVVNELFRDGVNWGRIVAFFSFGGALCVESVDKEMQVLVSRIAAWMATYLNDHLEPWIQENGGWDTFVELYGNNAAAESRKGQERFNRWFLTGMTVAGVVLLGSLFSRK
Efflux pump inh – blocks antifungal efflux pumps in multiplex yeast assay. S. cerevisiae Candida pump triplex, Nile Red efflux. inhibition, % at 10 µM. 330,000 tested, 0.44% active. AID 485275;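 active = plate passing quality check with inhibition over a set limit, or well fluorescence over plate mean plus 4 SD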;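 note: Nile Red retained in pooled yeast measured as flow cytometry median fluorescence; 0% = buffer negative control and 100% = Enniatin B positive control; higher means more Nile Red kept so more efflux inhibition; some compounds called inactive have numbers as strong as hits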
EBNA-1 inh – blocks EBNA-1 binding to DNA. EBNA-1 DNA binding, fluorescence polarization. inhibition, % at 14.8 µM. 300,000 tested, 0.34% active. AID 1950; in the data active = inhibition above about 28%
GLD-1 TGE inh – GLD-1-TGE RNA interaction inhibition (C. elegans) | purified GLD-1 + fluorescein TGE RNA, fluorescence polarization | Q17339 | inhibition, % at 5.96 µM | 320,000 tested, 0.44% active;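 active = percent inhibition above a per-plate cutoff, the plate mean of test compounds plus 3 SD, cut at about 30% in these data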;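 note: 0% = DMSO wells with GLD-1 and probe and 100% = wells lacking GLD-1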
ZTA DNA inh – counter-screen for EBNA-1 inhibitors: inhibitors of Epstein-Barr virus ZTA | inhibition, % at 11 µM | P03206 | ZTA-DNA binding, fluorescence polarization | 320,000 tested, 0.15% active; in the data active = inhibition above about 33%
Fam108B inh – counter-screen for RBBP9 inhibitors: inhibitors of mouse Fam108B; recombinant Fam108B, FP-Rh probe fluorescence polarization; inhibition, % at 9.51 µM; 300,000 tested, 0.33% active; AID 1947;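 active = inhibition above the screen mean inhibition plus 3 SD, computed separately per campaign, cut at about 18% in these data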;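 note: inhibitors lower polarization as less probe binds the enzyme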
MEX-5 binding – C. elegans MEX-5 TCR-2 RNA binding activity. Q9XUB2. MEX-5/FITC-TCR2 RNA binding, fluorescence polarization; hits give low values. activity score (negative = inhibition of binding), % at 10 µM. 300,000 tested, 0.38% active. AID 1832;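 active = inhibition past about -25% in most replicates, and total fluorescence under double the plate's negative control median, limit read from the data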;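 note: 0% = DMSO and -100% = 5 µM competing unlabeled TCR2 RNA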
Target sequence (Q9XUB2 whole entry, looked up): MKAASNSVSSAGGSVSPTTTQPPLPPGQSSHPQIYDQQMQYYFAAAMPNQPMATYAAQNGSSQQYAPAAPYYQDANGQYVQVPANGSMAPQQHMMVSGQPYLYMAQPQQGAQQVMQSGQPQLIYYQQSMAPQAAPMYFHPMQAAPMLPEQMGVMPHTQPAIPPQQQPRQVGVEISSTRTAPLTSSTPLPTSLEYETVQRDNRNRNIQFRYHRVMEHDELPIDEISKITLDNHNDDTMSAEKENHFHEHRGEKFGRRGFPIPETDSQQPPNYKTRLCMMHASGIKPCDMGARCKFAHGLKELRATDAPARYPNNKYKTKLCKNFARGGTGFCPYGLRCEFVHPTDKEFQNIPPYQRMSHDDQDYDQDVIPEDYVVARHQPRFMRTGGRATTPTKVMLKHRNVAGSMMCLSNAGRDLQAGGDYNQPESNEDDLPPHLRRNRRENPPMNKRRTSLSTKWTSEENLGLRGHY
MCL1-BIM inh – disrupts human MCL1 binding to BIM-BH3 peptide; Q07820; GST-MCL1 / FITC-Bim-BH3 fluorescence polarization; inhibition, % at 10.9 µM; 320,000 tested, 0.68% active;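 active = inhibition above the mean inhibition of all tested compounds plus 3 SD, set per campaign, cut at about 40% in these data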;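 note: 0% = DMSO wells and 100% = unlabeled Bim-BH3 peptide control; higher means more loss of mP so more displacement of Bim peptide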
Target sequence (Q07820 whole entry, looked up): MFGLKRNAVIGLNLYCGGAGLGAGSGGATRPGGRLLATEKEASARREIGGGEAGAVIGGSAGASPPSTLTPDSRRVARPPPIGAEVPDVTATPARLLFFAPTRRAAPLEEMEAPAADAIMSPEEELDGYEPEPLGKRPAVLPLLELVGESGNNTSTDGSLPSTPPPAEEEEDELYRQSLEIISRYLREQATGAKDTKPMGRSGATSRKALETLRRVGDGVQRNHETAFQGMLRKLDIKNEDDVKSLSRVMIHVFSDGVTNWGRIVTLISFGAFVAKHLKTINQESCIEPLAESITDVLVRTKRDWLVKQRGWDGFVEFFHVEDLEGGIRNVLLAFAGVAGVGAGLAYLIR
Starred values were filed as active, the others as inactive; . = not tested or not shown.

SMILES	Yeast superoxide	BCLXL inh	Efflux pump inh	EBNA-1 inh	GLD-1 TGE inh	ZTA DNA inh	Fam108B inh	MEX-5 binding	MCL1-BIM inh
CC(OC(=O)COc1ccccc1[N+](=O)[O-])C(=O)Nc1ccc(N2CCOCC2)cc1 (stereo not given)	80	9	0.1	2	-2	6	3	1.2	4
CC(OC(=O)c1ccc(Cl)c(S(=O)(=O)Nc2ccc(F)cc2)c1)C(=O)NC(N)=O (stereo not given)	98	0	-0.1	-3	-5	-6	5	-1.0	-6
c1n[nH]c(NC2=NCCC2)n1	99	2	0.0	1	5	3	-1	9.0	7
C=CCSc1nc2sc(C)c(C)c2c(=O)n1CC=C	99	3	0.0	-3	7	-9	8	-0.4	11
CN(c1ccc(C(=O)Nc2cccc(O)c2)cc1)S(=O)(=O)c1ccccc1	87	8	-0.1	14	6	14	-1	0.1	18
COc1ccc2oc(C)c(C(=O)NN)c2c1	105	3	-0.1	1	-2	14	2	-4.5	6
Cc1ccc(-c2nc(S(=O)(=O)c3ccc(C)cc3)c(N(C)C)o2)cc1	87	6	0.0	5	0	8	0	2.0	16
COC(=O)C1=C(C)NC(=S)N(C(C)=O)C1c1ccc(OC)c(OC)c1 (stereo not given)	90	5	-0.1	5	4	8	-3	-0.9	7
CC(C)(C)c1ccc(-c2c(C(=O)O)c(C(=O)O)c3n2CSC3)cc1	89	3	0.2	5	-7	4	-6	-2.1	5
COc1ccc(CNC(=O)c2cccc(S(=O)(=O)N3CCN(C)CC3)c2)cc1	109	5	-0.1	-8	6	-34	4	-0.4	2
COc1ccc(CNC(=O)NCc2ccc(OC)c(OC)c2)cc1OC	100	7	0.0	-19	5	-12	1	1.0	7
CC(C)N1CCc2c(sc(NC(=O)Cc3ccccc3)c2C(N)=O)C1	113	-4	0.1	-17	0	-11	4	0.1	3
NC(=O)c1ccsc1NC(=O)COC(=O)C1=NNC(=O)CC1	107	1	-0.1	.	-1	-5	.	.	-2
COc1ccc(S(=O)(=O)n2ccc(-c3ccc(OCCN(C)c4ccccn4)cc3)n2)cc1	111	7	0.0	12	-5	17	-2	-0.3	7
COc1ccc(OCC(O)CN2CCN(c3ccc(OC)cc3)CC2)cc1 (stereo not given)	82	3	-0.1	0	3	-15	-1	0.3	14
CSc1nnc(C(C)(C)C)c(=O)n1/N=C/c1ccccc1	85	3	-0.2	0	-1	-2	4	-0.1	2
O=c1oc2ccccc2c(Nc2ccccc2)c1CN1CCCCC1	85	0	0.5	-10	0	2	-3	-0.5	6
CC(C)CN(C(=O)COC(=O)c1cc2c(s1)CCC2)C1CCS(=O)(=O)C1 (stereo not given)	104	8	0.1	8	6	2	11	0.3	42*
Cc1ccc2nc(CSc3nnc(Nc4ccccc4F)s3)cc(=O)n2c1	97	1	-0.1	-4	6	-4	9	-1.7	15
COC(=O)CN1C(=O)C2(OCCCO2)c2cc(Br)ccc21	85	3	-0.1	-8	4	-3	-3	0.8	5
O=C(Cc1ccc(-n2c(=S)[nH]c3ccccc3c2=O)cc1)N1CCC(N2CCCCC2)CC1	105	5	-0.1	0	1	-5	2	0.6	7
CN(c1cccc(NC(=O)COc2ccccc2)c1)S(C)(=O)=O	91	4	-0.2	-5	7	3	0	0.5	2
CN(C(=O)COC(=O)COc1ccc2ccccc2c1)c1c(N)n(Cc2ccccc2)c(=O)[nH]c1=O	109	-16	0.2	.	-5	-20	.	.	-20
COCCCNC(=O)c1cccn2c(=O)c3cc4ccccc4cc3nc12	135	28	-0.1	3	10	6	1	-14	23
CCCn1nnnc1NCc1c(Cl)cccc1Cl	87	4	-0.2	-2	5	11	1	-2.0	0
More compounds follow.
SMILES	Yeast superoxide	BCLXL inh	Efflux pump inh	EBNA-1 inh	GLD-1 TGE inh	ZTA DNA inh	Fam108B inh	MEX-5 binding	MCL1-BIM inh
CCOc1ccc(N2C(=O)CC(N(CCc3ccc(OC)cc3)C(=O)/C=C/C(=O)O)C2=O)cc1 (stereo not given)	92	1	0.0	-7	3	-4	5	-0.6	1
Cc1cccc(NC(=O)CN2CCN(CC(=O)NCc3ccc(Cl)cc3Cl)CC2)c1C	101	0	0.0	.	1	-6	.	.	-3
NC(=O)c1ccsc1NC(=O)COC(=O)Cc1ccsc1	115	1	0.6	-16	7	5	-1	-0.7	-3
c1ccc(Nc2ccccc2Nc2ccccn2)nc1	94	98*	0.0	8	141*	10	2	-0.2	98*
C/C(=N\NC(=S)NC1CCCCC1)c1ccc(O)cc1	135	3	0.3	-19	-7	-5	-3	1.3	5
Cn1c(=S)[nH]c2sc3c(c2c1=O)CCC(C(C)(C)C)C3 (stereo not given)	97	-6	0.2	9	-13	2	8	2.5	1
Cc1ccc2c(CC(=O)NC3CCCc4ccccc43)coc2c1 (stereo not given)	90	0	0.2	5	-4	15	-4	.	-3
CCCCCOc1ccc(NC(=O)CSc2cccc3cccnc23)cc1	86	5	0.0	-2	-1	5	-3	0.9	5
Cc1noc(NS(=O)(=O)c2ccc(N/C=C\C(=O)c3cccs3)cc2)c1C	93	7	0.0	-2	-6	16	0	0.1	-1
COC(=O)NC1c2ccccc2Oc2ccccc21	82	3	0.0	2	-10	16	1	-2.0	-2
CNc1nc(N)c([N+](=O)[O-])c(Nc2cccc(F)c2)n1	126	5	0.1	-6	1	-4	-3	2.5	1
CCOC(=O)C1(CCOc2ccccc2)CCN(Cc2ccc(O)cc2)CC1	91	2	0.2	-5	-4	-7	-6	-3.5	3
CCOc1ccc(C2C=C(c3ccc(C)cc3)Nc3nnnn32)cc1 (stereo not given)	105	59*	-0.1	52*	33*	9	-4	1.3	50*
COc1ccc(OCC(O)CNS(=O)(=O)c2cccs2)cc1 (stereo not given)	111	5	-0.1	11	3	-6	-3	-0.2	2
COCCNC(=O)/C(C#N)=C/c1ccc(OCc2ccc(F)cc2)cc1	126	2	0.0	3	-5	27	-2	-0.3	0
COCCCNC(=O)CN1C(=O)/C(=C\c2ccc(C)cc2)Sc2ccccc21	105	10	0.0	0	-3	-10	0	-3.3	3
Cc1ccc(NC(=O)CSCC(=O)Nc2ncc3c(n2)CC(c2ccco2)CC3=O)cc1 (stereo not given)	122	1	-0.2	16	2	9	2	-0.3	4
CCOC(=O)N1CCN(c2ncnc3c2oc2nc(C(C)C)c4c(c23)CCC4)CC1	121	4	-0.2	-3	0	-6	2	0.9	1
COc1ccc2nc(SCC(=O)NCC(F)(F)F)[nH]c2c1	87	2	-0.1	12	1	7	0	0.3	-2
O=C(CCNC(=O)C1CCN(S(=O)(=O)c2ccccc2)CC1)NCc1ccncc1	121	-2	-0.1	12	5	16	-2	3.7	-8
O=C(Nc1ccc(NC(=O)c2cccs2)cc1)c1cccs1	109	9	-0.3	1	4	6	0	0.2	15
CN(NC(=O)C1CC(=O)N(c2ccccc2)C1)C1=NS(=O)(=O)c2ccccc21 (stereo not given)	79	3	0.0	8	2	12	1	3.5	9
O=C(c1ccc(Sc2ccccc2)c([N+](=O)[O-])c1)N1CCOCC1	114	4	0.0	8	-2	-3	-1	3.0	5
CCOC(=O)c1c(-c2ccccc2)cn2ccccc12	108	4	-0.1	-10	9	-24	6	0.5	-10
COc1ccc(CCNC(=O)c2cc(-c3ccncc3)nc3ccc(S(=O)(=O)N4CCOCC4)cc23)cc1OC	107	3	0.2	-19	5	-2	0	1.6	1
Additional compounds
SMILES	Yeast superoxide	BCLXL inh	Efflux pump inh	EBNA-1 inh	GLD-1 TGE inh	ZTA DNA inh	Fam108B inh	MEX-5 binding	MCL1-BIM inh
O=C(COc1ccc2oc(-c3ccccc3)cc(=O)c2c1)Nc1ccccc1	116	0	0.1	11	-7	-10	-3	0.0	-7
O=C(Cn1cnc2c(cnn2-c2ccccc2)c1=O)N1CCOCC1	100	8	0.1	-2	8	7	0	.	8
CCOc1ccc(N(CC(=O)N2CCCCCC2)S(=O)(=O)c2ccc(F)cc2)cc1	91	3	0.0	0	0	-5	1	1.3	11
COC(=O)CCC(=O)Nc1ccc2oc3c(c2c1)CCCC3	100	5	0.3	2	2	1	1	1.8	1
CCOC(=O)c1c(NC(=O)CSc2nnc(C)c(=O)[nH]2)sc(C)c1C	104	8	0.1	5	0	5	1	-0.7	1
CC1CCN(c2nc(-c3ccccc3)c(C#N)c(=O)[nH]2)CC1	106	0	0.1	7	-1	6	-4	1.3	-2
CCN(c1ccccc1)S(=O)(=O)c1ccc(C(=O)N2CCCC(C(F)(F)F)C2)cc1 (stereo not given)	87	0	0.0	12	6	3	0	-0.2	1
CN(C)S(=O)(=O)c1ccc(NC(=O)CCCNC(=O)c2ccc(Cl)cc2)cc1	114	-4	0.1	-12	3	-3	-2	1.9	-2
Cc1ccc(C)n1-c1nccc(-c2cccs2)n1	91	3	0.1	8	4	16	1	-6.5	8
O=S(=O)(c1ccc(Cl)cc1)N1CCC(n2cnc3cc(C(F)(F)F)ccc32)CC1	84	5	0.1	3	2	11	1	-1.7	2
COc1ccc(C(=O)NNC(=O)CN(C)S(=O)(=O)c2ccc(Cl)cc2)c(OC)c1OC	102	-1	-0.1	12	2	17	2	0.8	8
COc1ccc(-c2nc(NC(=O)Cn3cnnn3)sc2C)cc1	118	-1	0.0	2	-5	3	-3	-1.6	-4
COc1cc(/C=C2/N=C(c3ccccc3F)OC2=O)cc(Cl)c1OS(C)(=O)=O	91	2	-0.1	7	0	7	0	-0.4	0

Filtered by structure: those above containing two or more sulfur atoms.
SMILES	Yeast superoxide	BCLXL inh	Efflux pump inh	EBNA-1 inh	GLD-1 TGE inh	ZTA DNA inh	Fam108B inh	MEX-5 binding	MCL1-BIM inh
C=CCSc1nc2sc(C)c(C)c2c(=O)n1CC=C	99	3	0.0	-3	7	-9	8	-0.4	11
CC(C)CN(C(=O)COC(=O)c1cc2c(s1)CCC2)C1CCS(=O)(=O)C1 (stereo not given)	104	8	0.1	8	6	2	11	0.3	42*
Cc1ccc2nc(CSc3nnc(Nc4ccccc4F)s3)cc(=O)n2c1	97	1	-0.1	-4	6	-4	9	-1.7	15
NC(=O)c1ccsc1NC(=O)COC(=O)Cc1ccsc1	115	1	0.6	-16	7	5	-1	-0.7	-3
Cn1c(=S)[nH]c2sc3c(c2c1=O)CCC(C(C)(C)C)C3 (stereo not given)	97	-6	0.2	9	-13	2	8	2.5	1
Cc1noc(NS(=O)(=O)c2ccc(N/C=C\C(=O)c3cccs3)cc2)c1C	93	7	0.0	-2	-6	16	0	0.1	-1
COc1ccc(OCC(O)CNS(=O)(=O)c2cccs2)cc1 (stereo not given)	111	5	-0.1	11	3	-6	-3	-0.2	2
O=C(Nc1ccc(NC(=O)c2cccs2)cc1)c1cccs1	109	9	-0.3	1	4	6	0	0.2	15
CCOC(=O)c1c(NC(=O)CSc2nnc(C)c(=O)[nH]2)sc(C)c1C	104	8	0.1	5	0	5	1	-0.7	1

Among those listed so far, 2 have a cyano group.
SMILES	Yeast superoxide	BCLXL inh	Efflux pump inh	EBNA-1 inh	GLD-1 TGE inh	ZTA DNA inh	Fam108B inh	MEX-5 binding	MCL1-BIM inh
COCCNC(=O)/C(C#N)=C/c1ccc(OCc2ccc(F)cc2)cc1	126	2	0.0	3	-5	27	-2	-0.3	0
CC1CCN(c2nc(-c3ccccc3)c(C#N)c(=O)[nH]2)CC1	106	0	0.1	7	-1	6	-4	1.3	-2

Compounds as they come; overall some 2.3% were active at least once.
